Screening data (PubChem BioAssay)
Lipid storage S3: qHTS Assay for Lipid Storage Modulators in Drosophila S3 Cells; Drosophila S3 cells, BODIPY lipid droplet fluorescence, 18-24 h; cells fed with added oleic acid; lipid storage change, negative = inhibition, % at the top dose, mostly 46.1 µM; hits show Potency in µM; actives 0.64% (n = 320,000); active = well fitted inhibition curve with a large enough effect in the signal ratio, with a control signal flat, not every such curve was filed as active; inconclusive = small, poorly fitted or top-dose-only effect, or effect the other way, or a change in a side signal; the % refers to the signal ratio
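Laser-scanning cytometry quantifies lipid droplet accumulation (500–530 nm total intensity; droplet/cell object ratio) in oleic acid-fed (400 uM added) Drosophila S3 cells treated with a concentration series. 20 uM Triacsin C defined 100% inhibition.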
Lipid storage S3 cell count max: further read-out of Lipid storage S3, marked with its call; cell number change, %; measured here: cell count max response;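 cells counted by Cell Tracker Red CMTPX staining in the red channel; peak over a dose series mostly up to 46.1 µM; percent activity relative to internal control wells on each plate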
* marks the source's active call; other numbers are inactive results; i = inactive; ? = inconclusive; . = not tested or not shown; [ ] = remark or other dose. % is scaled to controls: 0 for no effect and ±100 for the full control effect; potency is read from the fitted curve at half-maximal effect. This is a subset; count on the stated rates, not on these rows.

smiles	Lipid storage S3 cell count max	Lipid storage S3
CCCc1nn(C)c2c(=O)[nH]c(-c3cc(S(=O)(=O)Nc4ccc(NC(C)=O)cc4)ccc3OCC)nc12	.	?
CC1=NNC(=O)C1CC(=O)N/N=C/c1ccc(C)o1 (centres undefined)	.	?
COc1ccc(NS(=O)(=O)c2cc(NC(=O)CC3CCCC3)ccc2N2CCOCC2)cc1	.	?
COc1ccc(S(=O)(=O)N(CC(=O)NCC2CCCO2)Cc2ccccc2)cc1 (centres undefined)	.	?
CCOP(=O)(OCC)C(NC(=O)c1cc([N+](=O)[O-])cc([N+](=O)[O-])c1)C(F)(F)F (centres undefined)	4.4	-6.2%
Cc1ccc(C)c(NC(=O)C(Sc2nc3ccc(C)cc3[nH]2)c2ccccc2)c1 (centres undefined)	.	?
CCN1CCN(c2cc(C)c3cc(NC(=O)Cc4ccc(OC)c(OC)c4)ccc3n2)CC1	13.4	13.9%
CC(=O)c1ccc(N2CCN(CC(=O)Nc3ccc(N4CCOCC4)cc3)CC2)cc1	.	?
CCN(CC)CCC(c1ccc2c(c1)OCO2)c1c(O)cc(OC)cc1OC (centres undefined)	-18.0	3.2%
CCC1CN(C(=O)NCc2ccccc2)c2ccccc2O1 (centres undefined)	-2.1	19.4%
CC(=O)NC1(c2ccccc2)CCN(c2nc(C)cc(C)n2)CC1	2.8	13.0%
Cc1nc2ccccc2nc(C)c1=NOCc1ccccc1Cl	.	?
O=C1C=CC(=O)N1CCCCCCN1C(=O)C=CC1=O	.	?
O=C(Nc1ccccc1C(=O)N1CCCCCC1)c1cccc(S(=O)(=O)N2CCOCC2)c1	.	-2.2%
COCCN1Cc2cccc(C(=O)NCc3cccs3)c2C1=O	.	0.4%
Cc1ccc(S(=O)(=O)NC(CC(C)C)C(=O)N2CCN(C/C=C/c3ccccc3)CC2)cc1 (centres undefined)	-15.5	i
Cc1ccccc1C(=O)NCC(c1ccco1)N1CCc2ccccc2C1 (centres undefined)	-0.2	19.6%
Cc1cccc(C(C)n2nnc3ccccc32)c1O (centres undefined)	.	?
CCOC(=O)Cc1csc(NS(=O)(=O)c2ccc([N+](=O)[O-])cc2)n1	-5.0	-15.5%
COc1ccc(C2NC(=S)N3C(c4ccc(OC)cc4)NC(=S)N23)cc1 (centres undefined)	.	?
CCOC(=O)c1ccccc1NC(=O)c1c(F)c(F)c(F)c(F)c1F	.	?
COc1ccc(CN2CCN(C(=O)CCC(=O)Nc3nnc(C(C)C)s3)CC2)cc1F	-5.6	i
CN(C)S(=O)(=O)c1cccc(NC(=O)COC(=O)C2CCN(C(=O)c3ccc(F)cc3)CC2)c1	.	?
COc1ccc(Nc2nc(OC)nc(N3CCOCC3)n2)cc1	.	?
C#CCCc1cscc1/C=[N+](\[O-])c1ccc(C(=O)OCC)cc1	.	?
CS(=O)(=O)c1ccc(NC(=O)c2ccccc2-n2cnnn2)cc1	.	?
O=C(Cn1cnc([N+](=O)[O-])n1)NCCO	0.6	-0.9%
CCOC(=O)CCc1c(C)nc2cc(-c3ccc(Cl)cc3)[nH]n2c1=O	.	?
Nc1ccccc1Sc1c[nH]c2ccccc12	.	?
CCCSc1cc(=O)n(-c2ccc(F)cc2)nc1C(=O)OCC	.	?

Three structures from above, sorted by formula weight, smallest number first:
smiles	Lipid storage S3 cell count max	Lipid storage S3
CC(=O)NC1(c2ccccc2)CCN(c2nc(C)cc(C)n2)CC1	2.8	13.0%
CCN(CC)CCC(c1ccc2c(c1)OCO2)c1c(O)cc(OC)cc1OC (centres undefined)	-18.0	3.2%
CCOP(=O)(OCC)C(NC(=O)c1cc([N+](=O)[O-])cc([N+](=O)[O-])c1)C(F)(F)F (centres undefined)	4.4	-6.2%

(further entries)
smiles	Lipid storage S3 cell count max	Lipid storage S3
NS(=O)(=O)c1ccc(NC(=O)COC(=O)c2cccc(S(=O)(=O)N3CCCC3)c2)cc1	15.6	3.2%
COc1cccc(CC(NC(C)=O)C(=O)NC2CCN(c3ncccc3[N+](=O)[O-])CC2)c1 (centres undefined)	.	?
COc1ccc2c(c1)OC[C@H]1[C@H]2N2C(=O)CN(Cc3ccc(C)cc3)C(=O)[C@@]2(C)[C@H]1c1ccccc1	.	?
Cc1cc(C)n(CCOc2ccc(Br)cc2)n1	.	?
CCOC(=O)c1sc(/N=C/c2c(O)ccc3ccccc23)cc1C	5.0	-19.6%
COC(CNC(=O)c1ccc(N2CCCC2=O)cc1)OC	-21.0	-8.1%
COC(=O)CSc1nnc(CNc2ccc(Cl)cc2)n1Cc1ccccc1	.	?
Cc1noc(C)c1S(=O)(=O)N(CC(=O)N1CCCCCC1)c1ccc(C(C)C)cc1	.	?
CN(C)CCCNS(=O)(=O)c1cc(Cl)c(Cl)cc1Cl	.	?
COc1cccc(NC(=O)CN(C)CC(=O)NCc2ccc3c(c2)OCO3)c1	6.9	15.9%
CN(C)CCCSc1nc2ccccc2s1	11.2	-14.8%
Cc1ccc(CN(Cc2ccco2)C(=S)NCC(=O)O)cc1	19.8	6.8%
COc1ccccc1CNC(=O)CSc1cc(=O)n(C)c2ccccc12	.	-5.4%
O=C(C(F)C(F)(F)F)N1CCN(c2ccccc2)CC1 (centres undefined)	13.7	1.1%
O=C(CCSCc1ccc(Cl)cc1)NC1CCCC1	0.2	12.6%
Cc1ccccc1N1CCN(C2=NC(=O)/C(=C\c3cccs3)S2)CC1	.	?
CCOc1ccc(C(=O)N[C@H](C(=O)Nc2cccc(S(=O)(=O)N3CCCCC3)c2)C(C)C)cc1	2.5	16.5%
CC(C(=O)NCC1CCCO1)c1ccc([N+](=O)[O-])cc1 (centres undefined)	.	?
COC(=O)c1ccccc1S(=O)(=O)N1CCC(C(=O)OCC(=O)NCC(F)(F)F)CC1	.	?
C/C(=N\NC(=O)c1ccc(O)cc1)c1ccc2c(c1)OCCO2	.	?
O=C(CNCc1ccccn1)N1CCc2ccccc2C1	.	?
COc1cccc(-c2nc(=S)c3c(n2Cc2ccco2)CCCC3)c1	.	?
c1ccc2c(c1)Nc1nccnc1S2	2.6	19.4%
CC(C(=O)NCC1(c2ccccc2)CCCC1)N1CCOCC1 (centres undefined)	9.1	i
Cc1ccc(-c2nnc(CSc3nc(C)nc4sc(C)c(C)c34)o2)cc1	.	?
CC1CCN(C(=O)CSc2ccc(-c3ccc(F)cc3)nn2)CC1	.	?
CN(c1ccccc1)S(=O)(=O)c1cccc(C(=O)NCc2ccccc2CN2CCCC2)c1	.	?
CC(=O)C1=C(O)C(=O)N(c2nccs2)C1c1ccc(F)cc1 (centres undefined)	-4.2	-9.3%
CCOC(=O)C1=C(C)NC(C)=C(C(=O)OCC)C1c1ccc(OC)cc1	.	?
CCO[C@@H]1OC(C(=O)NCc2nc3ccccc3[nH]2)=C[C@H](c2cn(C(C)=O)c3ccccc23)[C@H]1CCCO	.	?

A different layout for part of the listing above:
compound: COc1ccccc1CNC(=O)CSc1cc(=O)n(C)c2ccccc12
  Lipid storage S3 cell count max = .; Lipid storage S3 = -5.4%

compound: O=C(C(F)C(F)(F)F)N1CCN(c2ccccc2)CC1 (centres undefined)
  Lipid storage S3 cell count max = 13.7; Lipid storage S3 = 1.1%

compound: O=C(CCSCc1ccc(Cl)cc1)NC1CCCC1
  Lipid storage S3 cell count max = 0.2; Lipid storage S3 = 12.6%

compound: Cc1ccccc1N1CCN(C2=NC(=O)/C(=C\c3cccs3)S2)CC1
  Lipid storage S3 cell count max = .; Lipid storage S3 = ?

Additional results
smiles	Lipid storage S3 cell count max	Lipid storage S3
CC(=O)C1=C(C)NC(SCC(=O)c2ccc(Cl)cc2Cl)=C(C#N)C1c1ccco1 (centres undefined)	.	?
CC(=O)Nc1ccc(S(=O)(=O)Nc2nnc(C(C)(C)C)s2)cc1	.	?
CS(=O)(=O)c1ccc(Cl)c(NC(=O)Cc2c(F)cccc2Cl)c1	.	?
Cc1cc(NC(=O)COc2ccc([N+](=O)[O-])cc2)no1	-6.2	-3.1%
COc1ccc(CNC(=O)C2CCC(CNS(=O)(=O)c3ccc(C)cc3)CC2)cc1 (centres undefined)	.	?
O=S(=O)(c1ccc(Cl)c(C(F)(F)F)c1)N1CCN(CC(O)COCC2CCCO2)CC1 (centres undefined)	.	?
CC(C)(Oc1ccc(Cl)cc1)C(=O)N1CCN(C(=O)c2ccco2)CC1	.	?
O=S(=O)(c1ccc(F)cc1)N1CCC(c2nc3ccccc3[nH]2)CC1	.	?
CCOC(=O)c1cccc(NC(=O)C2CCC(CNc3c(N4CCOCC4)c(=O)c3=O)CC2)c1 (centres undefined)	5.6	12.3%
Cc1ccc(/C=C/C(=O)O)cc1S(=O)(=O)NCCO	.	?
COc1ccc(N2CCC(N3CCN(C)C(CCO)C3)CC2)cc1 (centres undefined)	19.2	6.9%
CCOC(=O)N1CCN(C(=O)COC(=O)c2cccc(S(C)(=O)=O)c2)CC1	.	?
COc1cc(OC)cc(C(=O)N[C@H](C(=O)OCC(=O)NC(=O)c2cccn2C)C(C)C)c1	.	?
Cc1c(Cc2ccc3c(c2)OCO3)sc(NC(=O)C2CC2)c1C(N)=O	.	?
Cn1/c(=N/N=C/c2ccc([N+](=O)[O-])cc2)sc2ccccc21	2.2	-15.2%
O=C(NCCN1CCOCC1)NC1(C(F)(F)F)Oc2ccc(Cl)cc2O1 (centres undefined)	-4.5	-8.3%
CCN(C(=O)c1c(N)cnn1C)c1ccccc1	.	?
CCCn1c(C(O)c2cc(OC)ccc2OC)nc2ccccc21 (centres undefined)	10.7	14.5%
O=C(NCN1C(=O)C2C3C=CC(C3)C2C1=O)Nc1cccnc1 (centres undefined)	.	?
O=C(O)c1cc(S(=O)(=O)N2CC3CC3C2C(=O)O)c(Cl)cc1Cl (centres undefined)	.	?
Cc1noc(C)c1C1(O)CCCCCCCCCCC1	14.8	-1.5%
O=C(c1cc(COc2cccc3cnccc23)on1)N1CCC(c2ccccc2Cl)C1 (centres undefined)	.	?
O=C(O)c1ccc(Cl)c(S(=O)(=O)Nc2cccc(C(=O)Nc3cccc(C(F)(F)F)c3)c2)c1	.	?
Cc1nnc(N/N=C/c2ccc(O)c([N+](=O)[O-])c2)[nH]c1=O	-12.1	2.7%
CCN1CCN(c2oc(-c3ccccc3)nc2S(=O)(=O)c2ccc(C)cc2)CC1	.	?
FC(F)(F)c1nnc(-c2ccccc2)nc1Sc1ccccc1	.	?
CNCc1c(OCc2ccccc2F)ccc2ccccc12	9.7	24.4%[9.22 µM]
Cc1ccc2c(c1)N(C(=O)CCC(=O)N1CCC(C(N)=O)CC1)CCO2	.	?
Cc1ccc(CSc2nnc(C)c(=O)[nH]2)cc1	.	4.4%
Cc1oc(-c2ccccc2)nc1C(=O)OCC(=O)NC(=O)NCC(C)C	.	?

Part of the list above in another layout:
Lipid storage S3 cell count max | Lipid storage S3 | mol
. | ? | COc1ccc(CNC(=O)C2CCC(CNS(=O)(=O)c3ccc(C)cc3)CC2)cc1 (centres undefined)
. | ? | O=S(=O)(c1ccc(Cl)c(C(F)(F)F)c1)N1CCN(CC(O)COCC2CCCO2)CC1 (centres undefined)
. | ? | CC(C)(Oc1ccc(Cl)cc1)C(=O)N1CCN(C(=O)c2ccco2)CC1
. | ? | O=S(=O)(c1ccc(F)cc1)N1CCC(c2nc3ccccc3[nH]2)CC1

(list continues)
smiles	Lipid storage S3 cell count max	Lipid storage S3
O=C(c1cccc(S(=O)(=O)NCCOc2ccccc2)c1)N1CCN(c2ncccn2)CC1	-28.6	16.4%
CCNc1ccc(S(=O)(=O)N(C)C)cc1NCC(=O)Nc1ccccc1F	.	?
O=C1CC(N2CCC(C(=O)N3CCCCC3)CC2)C(=O)N1 (centres undefined)	-17.4	-10.5%
O=C(c1cccc(F)c1)N(Cc1nc2ccccc2c(=O)[nH]1)C1CCCC1	-3.6	-7.2%
CCOCCCNCc1ccc(OC)cc1	.	?
COc1cc(NC(=O)CN2C(=O)NC3(CCOc4ccccc43)C2=O)cc(OC)c1 (centres undefined)	.	?
CCC(C)(c1nnnn1-c1c(C)cccc1C)N(N=O)c1ccccc1Cl (centres undefined)	1.9	-0.7%

A different layout for 5 compounds above:
Values run as follows: Lipid storage S3 cell count max | Lipid storage S3
O=C(c1cccc(S(=O)(=O)NCCOc2ccccc2)c1)N1CCN(c2ncccn2)CC1
  -28.6 | 16.4%
CCNc1ccc(S(=O)(=O)N(C)C)cc1NCC(=O)Nc1ccccc1F
  . | ?
O=C1CC(N2CCC(C(=O)N3CCCCC3)CC2)C(=O)N1 (centres undefined)
  -17.4 | -10.5%
O=C(c1cccc(F)c1)N(Cc1nc2ccccc2c(=O)[nH]1)C1CCCC1
  -3.6 | -7.2%
CCOCCCNCc1ccc(OC)cc1
  . | ?
